# Nrf2 block: Nrf2 qHTS screen for inhibitors | Potency, µM (highest dose often 46 µM), inactives show at the top dose activity change, negative = inhibition, hits mostly inhibitors | A549 ARE-Fluc reporter, luciferase luminescence, 18-24 h | AID 504444, 2011 | actives 2.1% (n = 360,000); also: potency is read from the fitted curve at half-maximal effect; % is scaled to controls: 0 for no effect and ±100 for the full control effect; nearly all actives have a fitted effect of over 60% in size
#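 A549 ARE_Fluc cells (5000/well, 5% FBS OPTI-MEM) pre-incubated 2 h, then treated with compounds 18-24 h at 37C/5% CO2 in concentration-response. CellTiter-Fluor viability read first; BugLite luciferase luminescence after 15 min at room temperature gives Nrf2 activity.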
# Akt phos inh: HTS Assay for Inhibitors of Akt Phophorylation: Primary Screen; Neuro2A IGF-stimulated pAkt S473 HTRF, 20 min; hits give low values; activity change, % for hits at 50 µM; actives 0.32% (n = 360,000); AID 651550, 2012; in the data active = activity change below about -80%; inconclusive = mostly about -51% to -80%; also: % is scaled to controls: 0 for no effect and ±100 for the full control effect
#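 Neuro2A cells (4,500/well, DMEM with 0.5% FBS) were treated with compound at a single 50 µM final concentration, stimulated with 6 nM IGF for 20 min at 37 °C, and lysed. Phospho-Akt Ser473 was read by HTRF as 665/615 ratio ×10^4.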
# MmCpn inh: Inhibitors of TCP-1 ring complex (TRiC) of Methanococcus maripaludis (MmCpn): qHTS. Chaperonin Mm-Cpn (Methanococcus maripaludis). purified Mm-Cpn ATPase, ADP Transcreener TR-FRET. Potency, µM (titrated, usually from 76.9 µM), for inactives: at the top dose activity, negative = inhibition, hits mostly inhibitors. actives 0.031% (n = 330,000); also: potency is read from the fitted curve at half-maximal effect; % is scaled to controls: 0 for no effect and ±100 for the full control effect; nearly all actives have a fitted effect of over 80% in size
#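 Inhibition of chaperonin ATP hydrolysis is measured as reduced ADP production, detected by competitive TR-FRET in which signal falls with ADP. Final enzyme 25 nM and ATP 10 uM, reacted 30 min at 37°C.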
# EPAC2 antagonist: qHTS for Antagonist of cAMP-regulated guanine nucleotide exchange factor 2 (EPAC2): primary screen; EPAC2 GEF exchange of Rap1B-BODIPY-GDP, fluorescence; Rap guanine nucleotide exchange factor 4 (Homo sapiens), Q8WZA2; Potency, µM (series often up to 114 µM), for the others: top-dose activity, negative = inhibition, usual class: inhibitors; actives 0.18% (n = 360,000); also: potency is read from the fitted curve at half-maximal effect; % is scaled to controls: 0 for no effect and ±100 for the full control effect; nearly all actives have a fitted effect of over 45% in size; many of its hits are not listed in these tables
# Target sequence (Q8WZA2 whole entry, looked up): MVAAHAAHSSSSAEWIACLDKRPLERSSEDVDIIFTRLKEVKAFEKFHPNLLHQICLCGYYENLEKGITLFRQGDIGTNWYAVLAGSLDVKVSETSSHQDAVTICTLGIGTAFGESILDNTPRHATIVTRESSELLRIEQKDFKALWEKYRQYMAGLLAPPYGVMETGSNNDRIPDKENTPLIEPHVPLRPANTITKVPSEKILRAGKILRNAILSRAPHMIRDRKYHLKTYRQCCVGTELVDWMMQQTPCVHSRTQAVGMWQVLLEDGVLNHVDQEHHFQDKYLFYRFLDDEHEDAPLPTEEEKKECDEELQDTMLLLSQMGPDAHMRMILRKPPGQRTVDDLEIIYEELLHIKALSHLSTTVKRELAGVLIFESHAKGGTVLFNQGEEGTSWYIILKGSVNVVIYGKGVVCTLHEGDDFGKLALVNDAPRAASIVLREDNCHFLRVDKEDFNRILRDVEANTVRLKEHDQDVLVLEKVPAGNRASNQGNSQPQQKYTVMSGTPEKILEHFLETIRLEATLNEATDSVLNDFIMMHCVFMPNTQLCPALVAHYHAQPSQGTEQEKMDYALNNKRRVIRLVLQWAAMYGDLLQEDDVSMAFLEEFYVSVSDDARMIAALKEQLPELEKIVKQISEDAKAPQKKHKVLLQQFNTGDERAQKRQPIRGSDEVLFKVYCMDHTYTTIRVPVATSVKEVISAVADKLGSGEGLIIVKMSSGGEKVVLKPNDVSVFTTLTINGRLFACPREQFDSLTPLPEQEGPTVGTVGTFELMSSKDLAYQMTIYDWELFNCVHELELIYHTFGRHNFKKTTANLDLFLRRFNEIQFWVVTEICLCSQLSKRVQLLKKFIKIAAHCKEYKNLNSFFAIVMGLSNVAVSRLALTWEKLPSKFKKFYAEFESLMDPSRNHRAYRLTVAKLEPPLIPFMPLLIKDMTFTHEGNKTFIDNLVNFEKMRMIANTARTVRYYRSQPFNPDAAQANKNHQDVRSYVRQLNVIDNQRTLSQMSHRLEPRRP
# Nrf2 activator: qHTS of Nrf2 Activators; actives 0.31% (n = 410,000); AID 624171, 2012; AREc32 ARE-luciferase reporter (MCF7-derived line), luminescence, 24 h; Potency, µM (doses to about 46.1 µM), for the others: top-dose activation, usual class: activators; also: potency is read from the fitted curve at half-maximal effect; % of control where 0% means no effect; nearly all actives have a fitted effect of over 65% in size
#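 Luminescent ARE reporter assay in AREc32_Fluc cells: overnight plating at 37 deg C, 24 hr compound incubation, Steady-Glo added, 30 min RT before reading.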
# TGFb SMAD3 inh: qHTS for Inhibitors of TGF-b | HepG2 CAGA-GFP TGF-b/SMAD3 reporter, GFP fluorescence, 18 h; TGF-beta stimulated, 500 pg/mL final | Potency, µM (doses to about 46.1 µM), inactives show at the highest dose activity, negative = inhibition, most hits filed as inhibitors | actives 1.2% (n = 410,000); also: potency is read from the fitted curve at half-maximal effect; % is scaled to controls: 0 for no effect and ±100 for the full control effect; nearly all actives have a fitted effect of over 65% in size
#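 Cell-based qHTS in HEPG2 carrying a CAGA-GFP Smad reporter; compounds added before 500 pg/mL final TGF-beta, 18 h incubation at 37 degrees C, GFP fluorescence quantified per cell by imaging cytometry.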
# EPAC2 ag: qHTS for Agonist of cAMP-regulated guanine nucleotide exchange factor 4 (EPAC2): primary screen; Potency, µM (series often up to 154 µM), for inactives: at the highest dose activation, most hits filed as activators; Rap guanine nucleotide exchange factor 4 (Homo sapiens), Q8WZA2; EPAC2 activation, biochemical qHTS; response scale: 100% = 6.5 mM cAMP response; actives 0.079% (n = 360,000); AID 720711, 2013; also: potency is read from the fitted curve at half-maximal effect; nearly all actives have a fitted effect of over 50% in size
#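 Nucleotide exchange monitored as fluorescence drop when BODIPY-GDP leaves Rap1B. Reaction: 100 nM EPAC2, 250 nM RAP1B-BODIPY-GDP, 50 uM GDP, room temperature, kinetic read over 30 min. Activity expressed relative to 6.5 mM cAMP.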
# A549 viability: Nrf2 qHTS screen for inhibitors: counterscreen for cytotoxicity. A549 ARE-Fluc cells, CellTiter-Fluor viability, 18-24 h. AID 504648, 2011. actives 0.16% (n = 390,000). Potency, µM (titrated, usually from 46 µM), without a hit: top-dose activity change, negative = cytotoxicity, actives largely listed as inhibitors; also: potency is read from the fitted curve at half-maximal effect; % is scaled to controls: 0 for no effect and ±100 for the full control effect
#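 Cytotoxicity counterscreen: CellTiter-Fluor fluorescence was measured in A549 ARE_Fluc cells after 18-24 h of compound exposure in a concentration series. The subsequent BugLite luminescent read reports ARE-luciferase activity.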
# CCT chaperon mod: High-Throughput Screening for Modulators of Cytosolic Chaperonin Activity | purified chaperonin ATPase assay, HTRF ADP detection, 30 min | activity change, % (no concentration beside the values), hits read low | actives 0.3% (n = 360,000); in the data active = activity change below about -30%; also: % is scaled to controls: 0 for no effect and ±100 for the full control effect
#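 We incubate TRiC, 40 or 20 nM final, with library compounds at 76 uM and 10 uM ATP for 30 min at 37 °C. ADP formed is detected with Transcreener HTRF reagents after 30 min at room temperature.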
# Starred values were filed as active, the others as inactive; i = inactive; ? = inconclusive; . = no result given; & = joins results of further samples; [ ] = dose if it differs, or a comment. Unless noted, calls follow the shape of the dose curve; as a rule, active = well fitted curve in the direction sought with a large enough effect; inconclusive = small, poorly fitted or top-dose-only effect, or another doubt; inactive = no such curve, though single readings can be large; an effect the other way counts as inactive or inconclusive. An excerpt, so the mix of outcomes need not match the whole.
# Start of the listing, in advance:
SMILES,Nrf2 block,Akt phos inh,MmCpn inh,EPAC2 antagonist,Nrf2 activator,TGFb SMAD3 inh,EPAC2 ag,A549 viability,CCT chaperon mod
O=C(NC1CCCCC1)C1CCC(=O)N(C2CC2)C1 (stereo not given),10%,i,4%,-5%,-0.6%,11%,3%,-1%,0.1
O/N=C/c1nc2cc(Cl)ccc2o1,3%,i,2%,1%,14%,21%,21%,7%,-1.1
COc1cccc(OC)c1C(=O)N1CCOCC1,2%,i,-1%,-2%,-0.7%,-4%,9%,1%,-4.7
CCOc1ccc(C(=O)Nc2ccc(N3CCN(C)CC3)cc2)cc1[N+](=O)[O-],13%,i,-1%,4%,3.4%,-7%,-1%,-6%,-0.3

# The whole of this part, from the first entry:
SMILES,Nrf2 block,Akt phos inh,MmCpn inh,EPAC2 antagonist,Nrf2 activator,TGFb SMAD3 inh,EPAC2 ag,A549 viability,CCT chaperon mod
O=C(NC1CCCCC1)C1CCC(=O)N(C2CC2)C1 (stereo not given),10%,i,4%,-5%,-0.6%,11%,3%,-1%,0.1
O/N=C/c1nc2cc(Cl)ccc2o1,3%,i,2%,1%,14%,21%,21%,7%,-1.1
COc1cccc(OC)c1C(=O)N1CCOCC1,2%,i,-1%,-2%,-0.7%,-4%,9%,1%,-4.7
CCOc1ccc(C(=O)Nc2ccc(N3CCN(C)CC3)cc2)cc1[N+](=O)[O-],13%,i,-1%,4%,3.4%,-7%,-1%,-6%,-0.3
CCCN(CC(=O)Nc1ccccc1OC)Cc1c(O)ccc2ccccc12,-5%,i,1%,-6%,14%,?,6%,-2%,-1.0
CCNC(=O)/C(C#N)=C/c1c(N2CCN(c3ccccc3)CC2)nc2ccccn2c1=O,12%,i,0%,-1%,3.6%,3%,-3%,-4%,-0.7
COc1ccc2c(c1)c1c(c(=O)n(-c3ccccc3C)c(=O)n1CC(=O)Nc1c(C)cccc1C)n2C,18%,.,.,.,-1.0%,-15%,.,5%,.
COc1cc(Nc2cc(C)nc3ncnn23)cc(OC)c1,?,i,1%,7%,15%,3%,1%,?,-0.6
Cc1ccc(NC(=O)c2cc(N3C(=O)CCC3=O)ccc2N2CCCCC2)cc1,6%,i,0%,13%,4.4%,?,1%,-5%,-1.6
CCCCCCCOC(=O)c1nc(Cl)c(Cl)c(N)c1Cl,?,i,1%,-28%,2.6%,?,12%,6%,-1.5
O=C(Nc1ccc(O)cc1)/C(=C/c1ccco1)NC(=O)c1ccccc1,-13%,i,0%,9%,-1.0%,-4%,1%,-3%,0.0
CCc1nn(CC(=O)NCC(C)c2ccccc2)c(=O)c2cc3c(OC)cccc3n12 (stereo not given),15%,.,.,.,-0.3%,-19%,.,1%,.
CCc1ccccc1NC(=O)N1CCN(c2nnc(C)c3c(C)n(-c4ccccc4)nc23)CC1,?,.,.,.,-0.6%,-8%,.,-1%,.
Cc1cc(C)n(-c2ccc(Cl)c(C(=O)O)c2)n1,1%,i,-1%,7%,0.0%,-5%,6%,12%,-0.4
O=C(NC(=O)c1cnccc1C(F)(F)F)Nc1ccccc1,-7%,i,1%,-4%,-0.2%,3%,1%,3%,1.8
CC(=O)CC(c1ccccc1)S(=O)(=O)c1ccc([N+](=O)[O-])cc1 (stereo not given),-2%,i,-2%,0%,0.2%,0%,10%,-1%,-1.8
CCOC(=O)C1CCN(C(=O)Nc2cc(Cl)cc(Cl)c2)CC1,-8%,i,3%,-1%,-0.1%,-10%,14%,-1%,-0.8
CCn1cc(C(=O)N[C@@H](C)C(=O)NCCCN2CCOCC2)c(=O)c2cc3c(cc21)OCO3,6%,i,-2%,0%,0.1%,0%,-2%,2%,2.0
CC(=O)N1CCc2cc(Br)cc(S(=O)(=O)CCC(=O)Nc3ccc(C)cc3Cl)c21,-11%[9.27 µM],.,.,.,-1.1%,-5%,.,-3%,.
C=CCNC(=O)C1CC(=O)N(c2ccc(OCC(=O)NCc3ccccc3)cc2)C1 (stereo not given),.,i,4%,0%,-0.3%,2%,1%,5%,0.1
Cc1nn(-c2ccc(N3CCOCC3)nn2)c(C)c1CCC(=O)NCc1ccccc1F,1%&-7%,i,1%,6%,-0.8%&0.3%,-2%&-18%,-4%,3%&4%,-0.4
CCCCn1c(N)c(N(CCOC)C(=O)c2ccc(S(=O)(=O)N3CCC(C)CC3)cc2)c(=O)[nH]c1=O,5%,i,-4%,17%,-0.7%,-2%,-5%,2%,-1.6
CN(N)C(=S)Nc1ccc(F)cc1,3%,i,1%,0%,0.4%,-6%,2%,2%,1.2
CC1CCN(CC(O)Cn2c3ccccc3c3ccccc32)CC1 (stereo not given),5%,i,3%,4%,0.2%,0%,2%,-3%,-1.5
O=C(O)C(Cc1ccccc1)N1C(=O)C2C3CCC(C3)C2C1=O (stereo not given),.,i,.,-7%,-0.2%,6%,5%,.,-1.0
SMILES,Nrf2 block,Akt phos inh,MmCpn inh,EPAC2 antagonist,Nrf2 activator,TGFb SMAD3 inh,EPAC2 ag,A549 viability,CCT chaperon mod
NC(Cc1ccccc1)c1csc(NC(=O)Nc2ccccc2Oc2ccccc2)n1 (stereo not given),.,i,.,-5%,0.9%[9.22 µM],?,8%,.,0.3
COc1ccc(S(=O)(=O)N2CCN(c3ccccc3OC)CC2)cc1C(=O)N1CCCCC1,?,i,0%,-7%,-0.7%,-20%,12%,-1%,-4.9
COc1ccc(N2CCN(c3ncnc4c3nnn4Cc3ccccc3Cl)CC2)cc1,-8%,i,0%,-7%,0.2%,10%,8%,4%,-0.8
COc1ccc(S(=O)(=O)Nc2c(C(=O)O)[nH]c3ccc(OC)cc23)c(OC)c1,-2%,i,-2%,2%,23%,-7%,8%,-3%,0.5
CC(C)C(=O)NC(=S)/C=C1/N(C)c2ccccc2C1(C)C,-26%,i,-9%,2%,-0.1%,?,-6%,-16%,-1.9
CCCOc1ccc(/C(O)=C2/C(=O)C(=O)N(CCCn3ccnc3)C2c2cccnc2)cc1 (stereo not given),3%,i,0%,3%,-0.2%,8%,2%,0%,-2.0
COc1ccccc1CNS(=O)(=O)c1ccc2c(c1)N(C(C)=O)CC(C)S2 (stereo not given),-14%,i,2%,-6%,2.0%,-26%,0%,3%,-2.3
COc1cccc(-c2nnc(SCC(=O)N3CCOCC3)o2)c1,.,i,1%,11%,-0.6%,-2%,9%,1%,0.4
CC1(C(=O)O)C=CC2(CCCCC2)N1C(=O)c1ccccc1 (stereo not given),-3%,i,2%,18%,-0.1%,-8%,-2%,-3%,-1.1
Cc1cc(C)c(C(=O)Nc2ccc(Br)c(C(F)(F)F)c2)c(C)c1,?,i,-3%,-16%,3.9%,?,5%,-4%,-2.8
COc1nc(-c2ccccc2)c2cc(C)ccc2n1,0%,i,-7%,1%,2.9%,30%[activator],2%,1%,-5.2
COc1ccccc1C(=O)OC1CCCN(C)C1 (stereo not given),6%,i,-1%,1%,0.1%,2%,18%,1%,-3.0
Cc1ccc(C(=O)Nc2c(-c3ccc(Cl)cc3)[nH][nH]c2=O)cc1,.,i,.,-28%,0.0%,-7%,4%,.,-3.0
N#CC(C(=O)OC1CCCCC1)c1nc2ccccc2nc1N1CCOCC1 (stereo not given),4%,i,1%,64%[activator],0.0%,-8%,15%,17%,-0.6
O=C(c1ccco1)N1CCN(C(=O)C2CC(c3ccc(Cl)cc3)=NO2)CC1 (stereo not given),?,i,-2%,8%,0.6%,-10%,-5%,-2%,-1.5
COc1ccc2c(c1)[C@H]1[C@H](CO2)[C@H](c2ccccc2)[C@]2(C)C(=O)Nc3ccc(C)cc3C(=O)N12,?,i,-6%,-7%,-0.5%,12%,11%,-8%,1.4
c1ccc(Cn2c(Nn3cnnc3)nc3ccccc32)cc1,18%,i,1%,-6%,-0.3%,25%,2%,-6%,-0.3
Cc1cc(OCC(=O)NNC(=S)NCC2CCCO2)cc(C)c1Cl (stereo not given),6%,i,2%,-5%,2.1%,0%,-3%,-1%,-2.7
Cc1ccccc1NC(=O)c1cccc(C(=O)Nc2ccccc2C)n1,4%,i,-1%,-9%,-0.1%,1%,-3%,3%,-2.6
CCOC(=O)c1c(C)c2c(n1C)CCC/C2=N\O,.,i,1%,9%,2.2%,16%,13%,-4%,1.9

# Entries above containing a nitro group on carbon:
SMILES,Nrf2 block,Akt phos inh,MmCpn inh,EPAC2 antagonist,Nrf2 activator,TGFb SMAD3 inh,EPAC2 ag,A549 viability,CCT chaperon mod
CCOc1ccc(C(=O)Nc2ccc(N3CCN(C)CC3)cc2)cc1[N+](=O)[O-],13%,i,-1%,4%,3.4%,-7%,-1%,-6%,-0.3
CC(=O)CC(c1ccccc1)S(=O)(=O)c1ccc([N+](=O)[O-])cc1 (stereo not given),-2%,i,-2%,0%,0.2%,0%,10%,-1%,-1.8

# Compound activity as filed in PubChem BioAssay.
